High-throughput results as filed in PubChem.
Bcl-xL primary: Bcl-xL (human) inhibition; Q07817; GST-Bcl-xL / FITC-Bim BH3 peptide fluorescence polarization; inhibition, % at 10.9 µM; 0.7% of 320,000 active; AID 2129;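 active = inhibition above the mean of all tested compounds plus 3 SD, cutoff set per campaign, cut at about 30% in these data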;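 note: 0% = DMSO wells and 100% = unlabeled Bim-BH3 peptide competitor; inhibitors lower millipolarization by displacing the labeled peptide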
Target sequence (Q07817 whole entry, looked up): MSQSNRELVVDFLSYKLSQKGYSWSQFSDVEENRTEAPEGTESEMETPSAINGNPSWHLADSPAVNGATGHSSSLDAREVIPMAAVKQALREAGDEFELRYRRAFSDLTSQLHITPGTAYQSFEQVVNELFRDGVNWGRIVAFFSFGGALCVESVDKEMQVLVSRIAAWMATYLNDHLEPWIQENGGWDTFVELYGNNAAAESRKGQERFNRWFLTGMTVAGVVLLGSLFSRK
pPAFAH FP inh: pPAFAH (human) enzyme inhibition; Q13093; recombinant pPAFAH, FP-rhodamine probe fluorescence polarization; inhibition, % at 3.39 µM; 1.5% of 330,000 active; AID 463082;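 active = inhibition above the mean inhibition across the screen plus 3 SD, cut at about 25% in these data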;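 note: inhibitors block binding of the rhodamine activity-based probe so polarization drops; 0% = enzyme with DMSO and 100% = wells lacking pPAFAH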
Fam108B counter: blocks mouse Fam108B hydrolase in RBBP9 counter-screen. recombinant Fam108B, FP-Rh probe fluorescence polarization. inhibition, % at 9.51 µM. 0.33% of 300,000 active. AID 1947;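 active = inhibition above the screen mean inhibition plus 3 SD, computed separately per campaign, cut at about 18% in these data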;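 note: inhibitors lower polarization as less probe binds the enzyme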
MEX-5 binding: C. elegans MEX-5 TCR-2 RNA binding activity; 0.38% of 300,000 active; Q9XUB2; MEX-5/FITC-TCR2 RNA binding, fluorescence polarization; hits give low values; activity score (negative = inhibition of binding), % at 10 µM;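 active = inhibition past about -25% in most replicates, and total fluorescence under double the plate's negative control median, limit read from the data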;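 note: 0% = DMSO and -100% = 5 µM competing unlabeled TCR2 RNA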
Target sequence (Q9XUB2 whole entry, looked up): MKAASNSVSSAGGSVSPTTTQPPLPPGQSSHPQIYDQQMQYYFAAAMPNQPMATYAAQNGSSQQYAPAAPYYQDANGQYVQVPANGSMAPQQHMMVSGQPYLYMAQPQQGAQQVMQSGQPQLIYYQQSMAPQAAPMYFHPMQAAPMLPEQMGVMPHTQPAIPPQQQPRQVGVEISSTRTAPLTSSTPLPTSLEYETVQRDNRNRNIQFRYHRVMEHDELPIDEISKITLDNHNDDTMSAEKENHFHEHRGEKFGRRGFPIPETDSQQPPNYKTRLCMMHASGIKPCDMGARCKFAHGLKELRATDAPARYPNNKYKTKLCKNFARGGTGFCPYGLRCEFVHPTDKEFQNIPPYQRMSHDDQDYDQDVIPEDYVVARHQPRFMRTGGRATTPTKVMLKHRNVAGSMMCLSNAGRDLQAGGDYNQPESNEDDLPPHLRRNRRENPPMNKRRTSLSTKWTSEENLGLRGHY
AHR activator: human AHR activation | P35869 | AHR-responsive luciferase reporter cells, luminescence | activation, % at 5 µM | 2.5% of 320,000 active; in the data active = activation above about 47%;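 note: 0% = vehicle wells and 100% = reference agonist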
GLD-1 TGE inh: GLD-1-TGE RNA interaction inhibition (C. elegans); Q17339; purified GLD-1 + fluorescein TGE RNA, fluorescence polarization; inhibition, % at 5.96 µM; 0.44% of 320,000 active;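 active = percent inhibition above a per-plate cutoff, the plate mean of test compounds plus 3 SD, cut at about 30% in these data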;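 note: 0% = DMSO wells with GLD-1 and probe and 100% = wells lacking GLD-1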
MCL1-BIM inh: inhibitors of human MCL1 binding to BIM-BH3 peptide. GST-MCL1 / FITC-Bim-BH3 fluorescence polarization. inhibition, % at 10.9 µM. 0.68% of 320,000 active;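 active = inhibition above the mean inhibition of all tested compounds plus 3 SD, set per campaign, cut at about 40% in these data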;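 note: 0% = DMSO wells and 100% = unlabeled Bim-BH3 peptide control; higher means more loss of mP so more displacement of Bim peptide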
Target sequence (Q07820 whole entry, looked up): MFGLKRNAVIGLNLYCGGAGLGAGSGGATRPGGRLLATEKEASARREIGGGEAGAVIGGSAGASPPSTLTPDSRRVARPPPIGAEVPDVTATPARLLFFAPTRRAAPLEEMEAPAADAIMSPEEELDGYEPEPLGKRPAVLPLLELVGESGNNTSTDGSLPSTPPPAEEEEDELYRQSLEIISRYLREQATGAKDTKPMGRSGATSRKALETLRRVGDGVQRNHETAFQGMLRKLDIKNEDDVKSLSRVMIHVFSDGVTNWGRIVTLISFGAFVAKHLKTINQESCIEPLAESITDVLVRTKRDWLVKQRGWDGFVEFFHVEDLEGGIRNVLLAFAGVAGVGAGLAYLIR
PAFAH1B2 FP inh: inhibitors of human PAFAH1B2. recombinant PAFAH1B2, FP-rhodamine activity probe, fluorescence polarization. inhibition, % at 3.39 µM. 1.2% of 340,000 active;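 active = inhibition above the mean of all tested compounds plus 3 SD, cut at about 24% in these data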;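 note: 0% = enzyme with DMSO and 100% = wells lacking PAFAH1B2; many of its hits are not listed in these tables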
PME-1 primary: blocks human protein phosphatase methylesterase 1; 0.53% of 320,000 active; recombinant PME-1, FP-Rh probe fluorescence polarization; inhibition, % at 5.9 µM; Q9Y570;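 active = inhibition above the campaign mean of all compounds plus 3 SD, cut at about 26% in these data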;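 note: competitive labeling of PME-1 active site by serine hydrolase directed probe; 0% = PME-1 with DMSO and 100% = wells lacking PME-1 enzyme; inhibitors block probe labeling so polarization falls and inhibition rises; many of its hits are not listed in these tables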
Starred values were filed as active, the others as inactive. The list is partial; the hit share may differ from the screen's.

Sample of the layout:
What do the screens show for `CNC(=O)c1c(NC(=O)c2ccco2)sc2c1CCC2`?
Bcl-xL primary: 6; pPAFAH FP inh: 1; Fam108B counter: -1; MEX-5 binding: 3.2; AHR activator: 26; GLD-1 TGE inh: 1; MCL1-BIM inh: 2; PAFAH1B2 FP inh: -4; PME-1 primary: 5

What do the screens show for `C/C(=N\Nc1ccc(Cl)cc1)c1ccccn1`?
Bcl-xL primary: 3; pPAFAH FP inh: 10; Fam108B counter: 4; MEX-5 binding: -1.3; AHR activator: 68*; GLD-1 TGE inh: 7; MCL1-BIM inh: -2; PAFAH1B2 FP inh: -1; PME-1 primary: 0

Results for Cn1c(N2CCN(c3ccccn3)CC2)nc2c1c(=O)n(Cc1ccc(Cl)cc1)c(=O)n2C ?
Bcl-xL primary: -4; pPAFAH FP inh: 7; Fam108B counter: -4; MEX-5 binding: -1.1; AHR activator: -2; GLD-1 TGE inh: 4; MCL1-BIM inh: -11; PAFAH1B2 FP inh: 3; PME-1 primary: -5

How did COc1ccc(S(=O)(=O)Nc2ccc(F)cc2)cc1N(C)S(=O)(=O)c1ccc(Cl)cc1 do in these assays?
Bcl-xL primary: 7; pPAFAH FP inh: 38*; Fam108B counter: -1; MEX-5 binding: -0.4; AHR activator: 0; GLD-1 TGE inh: 2; MCL1-BIM inh: 5; PAFAH1B2 FP inh: -2; PME-1 primary: 4

The listing, repeating the preview:
What do the screens show for `CNC(=O)c1c(NC(=O)c2ccco2)sc2c1CCC2`?
Bcl-xL primary: 6; pPAFAH FP inh: 1; Fam108B counter: -1; MEX-5 binding: 3.2; AHR activator: 26; GLD-1 TGE inh: 1; MCL1-BIM inh: 2; PAFAH1B2 FP inh: -4; PME-1 primary: 5

What do the screens show for `C/C(=N\Nc1ccc(Cl)cc1)c1ccccn1`?
Bcl-xL primary: 3; pPAFAH FP inh: 10; Fam108B counter: 4; MEX-5 binding: -1.3; AHR activator: 68*; GLD-1 TGE inh: 7; MCL1-BIM inh: -2; PAFAH1B2 FP inh: -1; PME-1 primary: 0

Results for Cn1c(N2CCN(c3ccccn3)CC2)nc2c1c(=O)n(Cc1ccc(Cl)cc1)c(=O)n2C ?
Bcl-xL primary: -4; pPAFAH FP inh: 7; Fam108B counter: -4; MEX-5 binding: -1.1; AHR activator: -2; GLD-1 TGE inh: 4; MCL1-BIM inh: -11; PAFAH1B2 FP inh: 3; PME-1 primary: -5

How did COc1ccc(S(=O)(=O)Nc2ccc(F)cc2)cc1N(C)S(=O)(=O)c1ccc(Cl)cc1 do in these assays?
Bcl-xL primary: 7; pPAFAH FP inh: 38*; Fam108B counter: -1; MEX-5 binding: -0.4; AHR activator: 0; GLD-1 TGE inh: 2; MCL1-BIM inh: 5; PAFAH1B2 FP inh: -2; PME-1 primary: 4

Results for Cc1cc(C)n(-c2nc(N(C)C)nc(N3CCOCC3)n2)n1 ?
Bcl-xL primary: 3; pPAFAH FP inh: -3; Fam108B counter: 2; MEX-5 binding: 0.3; AHR activator: 12; GLD-1 TGE inh: -3; MCL1-BIM inh: 4; PAFAH1B2 FP inh: 6; PME-1 primary: -3

How did Cc1nn(C(C)C(=O)NCCN2CCCC2)c(=O)c2c1sc1ccccc12 (configuration not stated) do in these assays?
Bcl-xL primary: 5; pPAFAH FP inh: 3; Fam108B counter: -3; MEX-5 binding: -2.8; AHR activator: 3; GLD-1 TGE inh: 1; MCL1-BIM inh: -1; PAFAH1B2 FP inh: 5; PME-1 primary: -2

How did O=C(NNc1nc2c(F)cccc2s1)c1ccccc1 do in these assays?
Bcl-xL primary: -8; pPAFAH FP inh: 2; Fam108B counter: -4; MEX-5 binding: 1.4; AHR activator: 15; GLD-1 TGE inh: 6; MCL1-BIM inh: -2; PAFAH1B2 FP inh: 4; PME-1 primary: 0

What do the screens show for `O=C(c1ccc(Br)o1)N(c1ccc(Br)cc1)C1C=CS(=O)(=O)C1` (configuration not stated)?
Bcl-xL primary: 1; pPAFAH FP inh: -2; Fam108B counter: 1; MEX-5 binding: 0.1; AHR activator: -1; GLD-1 TGE inh: 0; MCL1-BIM inh: -2; PAFAH1B2 FP inh: 5; PME-1 primary: -5

What do the screens show for `Cc1ccc(NC(=O)Nc2nnc(CSCCOc3ccc(Cl)cc3)s2)cc1`?
Bcl-xL primary: 0; pPAFAH FP inh: -1; Fam108B counter: -10; MEX-5 binding: 0.3; AHR activator: 21; GLD-1 TGE inh: -3; MCL1-BIM inh: 1; PAFAH1B2 FP inh: 1; PME-1 primary: -1

What do the screens show for `Cc1ccc(-c2n[nH]c(=O)c3ccccc23)cc1S(=O)(=O)NCCO`?
Bcl-xL primary: 16; pPAFAH FP inh: 1; Fam108B counter: -5; MEX-5 binding: 0.4; AHR activator: -2; GLD-1 TGE inh: -3; MCL1-BIM inh: 3; PAFAH1B2 FP inh: 7; PME-1 primary: -4

What do the screens show for `COc1ccc(NC(=O)CN(C)C(=O)c2ccc3[nH]c4c(c3c2)CC(C)CC4)cc1` (configuration not stated)?
Bcl-xL primary: -12; pPAFAH FP inh: 1; Fam108B counter: 1; MEX-5 binding: 0.8; AHR activator: 12; GLD-1 TGE inh: 2; MCL1-BIM inh: -8; PAFAH1B2 FP inh: 18; PME-1 primary: 0

Results for Cc1cc(NC(=O)c2c(-c3c(Cl)cccc3Cl)noc2C)n(C)n1 ?
Bcl-xL primary: 6; pPAFAH FP inh: 7; Fam108B counter: 4; MEX-5 binding: -0.9; AHR activator: 2; GLD-1 TGE inh: 2; MCL1-BIM inh: 5; PAFAH1B2 FP inh: 5; PME-1 primary: -1

What do the screens show for `COc1ccc(C2(c3ccc(OC)cc3)NC(=O)N(CC(=O)NC3CCS(=O)(=O)C3)C2=O)cc1` (configuration not stated)?
pPAFAH FP inh: 5; AHR activator: -3; GLD-1 TGE inh: 2; PAFAH1B2 FP inh: 4

How did Cn1c(=O)n(C)c2cc(NC(=O)COc3ccc(F)cc3F)ccc21 do in these assays?
Bcl-xL primary: 0; pPAFAH FP inh: -1; Fam108B counter: -1; MEX-5 binding: -0.5; AHR activator: -3; GLD-1 TGE inh: 2; MCL1-BIM inh: 6; PAFAH1B2 FP inh: 0; PME-1 primary: 1

What do the screens show for `COc1ccccc1C(=O)N/C(=C\c1cn(S(=O)(=O)N(C)C)c2ccccc12)C(=O)N1CCCC1`?
Bcl-xL primary: 3; pPAFAH FP inh: -2; Fam108B counter: 5; MEX-5 binding: 1.8; AHR activator: 1; GLD-1 TGE inh: 8; MCL1-BIM inh: 4; PAFAH1B2 FP inh: -1; PME-1 primary: 6

Results for Cc1nc2ccccc2cc1OCc1ccc(Cl)cc1 ?
Bcl-xL primary: -7; pPAFAH FP inh: 22; Fam108B counter: 0; MEX-5 binding: -0.1; AHR activator: -5; GLD-1 TGE inh: 8; MCL1-BIM inh: -7; PAFAH1B2 FP inh: 3; PME-1 primary: -4

Results for O=C(Cc1cccs1)Nc1nnc(-c2ccncc2)s1 ?
Bcl-xL primary: -6; pPAFAH FP inh: 1; Fam108B counter: -2; MEX-5 binding: -0.9; AHR activator: 11; GLD-1 TGE inh: 4; MCL1-BIM inh: -1; PAFAH1B2 FP inh: 5; PME-1 primary: 0

What do the screens show for `O=C(Nc1ccc(NC(=O)c2cccs2)cc1)c1ccc(Br)o1`?
Bcl-xL primary: -1; pPAFAH FP inh: 5; Fam108B counter: -4; MEX-5 binding: -0.6; AHR activator: -11; GLD-1 TGE inh: 10; MCL1-BIM inh: -12; PAFAH1B2 FP inh: 4; PME-1 primary: -5

What do the screens show for `COCCNC(=O)c1ccc(CN2CCC(Cc3ccccc3)CC2)cc1`?
Bcl-xL primary: 0; pPAFAH FP inh: 2; Fam108B counter: -3; MEX-5 binding: -2.1; AHR activator: 0; GLD-1 TGE inh: 2; MCL1-BIM inh: -6; PAFAH1B2 FP inh: 11; PME-1 primary: -1

What do the screens show for `COc1ccc(C(=O)NCCc2nnc3ccc(SCC(=O)Nc4cc(C)on4)nn23)cc1`?
Bcl-xL primary: -2; pPAFAH FP inh: 6; Fam108B counter: 0; MEX-5 binding: 0.0; AHR activator: 0; GLD-1 TGE inh: 2; MCL1-BIM inh: -3; PAFAH1B2 FP inh: -1; PME-1 primary: 5

Results for O=C(ONC1=NCCCCC1)c1ccc(Cl)cc1 ?
Bcl-xL primary: 12; pPAFAH FP inh: 6; Fam108B counter: -2; MEX-5 binding: 1.5; AHR activator: 0; GLD-1 TGE inh: 2; MCL1-BIM inh: 11; PAFAH1B2 FP inh: 3; PME-1 primary: 1

How did O=C(Nc1nc(-c2cccs2)cs1)c1cccc(S(=O)(=O)N2CCCCC2)c1 do in these assays?
Bcl-xL primary: 4; pPAFAH FP inh: -7; Fam108B counter: -21; MEX-5 binding: 1.0; AHR activator: 22; GLD-1 TGE inh: -5; MCL1-BIM inh: 5; PAFAH1B2 FP inh: -5; PME-1 primary: -38

What do the screens show for `Cc1ccc(C)c(N2CCN(CCCNC(=O)Cn3cccc3C(=O)c3ccccc3)CC2)c1`?
Bcl-xL primary: -3; pPAFAH FP inh: 1; Fam108B counter: 0; MEX-5 binding: 1.0; AHR activator: 1; GLD-1 TGE inh: 1; MCL1-BIM inh: -2; PAFAH1B2 FP inh: 6; PME-1 primary: 1

How did OCCC#Cc1ccc(CN2CCN(Cc3ccccc3)C(CCO)C2)cc1 (configuration not stated) do in these assays?
Bcl-xL primary: 9; pPAFAH FP inh: 4; Fam108B counter: -3; MEX-5 binding: -2.3; AHR activator: 1; GLD-1 TGE inh: -2; MCL1-BIM inh: 0; PAFAH1B2 FP inh: -5; PME-1 primary: -1

How did Cc1ccc2[nH]c3c(=O)n(CCc4cnc[nH]4)cnc3c2c1 do in these assays?
Bcl-xL primary: 0; pPAFAH FP inh: 4; Fam108B counter: 8; MEX-5 binding: 1.9; AHR activator: 33; GLD-1 TGE inh: -5; MCL1-BIM inh: 0; PAFAH1B2 FP inh: 9; PME-1 primary: 5

Results for NNC(=O)c1ccc(CN2C(=O)c3cccc4cccc2c34)cc1 ?
Bcl-xL primary: -5; pPAFAH FP inh: -10; Fam108B counter: -11; MEX-5 binding: -1.9; AHR activator: 16; GLD-1 TGE inh: 0; MCL1-BIM inh: -3; PAFAH1B2 FP inh: 2; PME-1 primary: -12

How did CN(Cc1nc2ccccc2c(=O)[nH]1)C(=O)c1cccc(S(=O)(=O)N2CCCC2)c1 do in these assays?
Bcl-xL primary: -1; pPAFAH FP inh: 0; AHR activator: 0; GLD-1 TGE inh: 6; MCL1-BIM inh: 0; PAFAH1B2 FP inh: 8; PME-1 primary: -2

What do the screens show for `CCN(CC)c1nc(N2CCOCC2)c(C#N)c2c1CN(C)CC2`?
Bcl-xL primary: 8; pPAFAH FP inh: 2; Fam108B counter: 1; MEX-5 binding: -0.9; AHR activator: 0; GLD-1 TGE inh: 7; MCL1-BIM inh: 3; PAFAH1B2 FP inh: 2; PME-1 primary: 6

How did COc1cc(/C=C(/NC(=O)c2ccccc2)C(=O)N2CCN(C)CC2)c([N+](=O)[O-])cc1OC do in these assays?
Bcl-xL primary: 3; pPAFAH FP inh: 0; Fam108B counter: -2; MEX-5 binding: -2.0; AHR activator: 1; GLD-1 TGE inh: 5; MCL1-BIM inh: -10; PAFAH1B2 FP inh: -1; PME-1 primary: 1
